# SSB-PriA inh – blocks PriA binding to SSB C-terminal tail; AlphaScreen SSBct-PriA binding, biotinylated peptide; inhibition, % at 33 µM; 430,000 tested, 0.6% active; in the data active = inhibition mostly above about 37%, no sharp cut-off; inactive = mostly below about 20%;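 note: plate controls were negative control peptide for no effect and reference peptide for full effect; strong numbers were not always called active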
# PfHsp40 yeast – rescue of PfHsp40-mediated yeast toxicity; S. cerevisiae expressing PfHsp40, growth rescue, ATP luminescence; growth rescue, % at 12.5 µM; 340,000 tested, 0.68% active; AID 504582; in the data active = growth rescue above about 28%, passing the limit was not always enough; inconclusive = no clear call, values can overlap the other calls;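 note: yeast W303a lacking pdr1 and pdr3 grown in galactose medium; growth measured after three days at 30 °C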
# 3CLpro inhibitor – SARS-CoV 3CLpro protease inhibition. inhibition, % at 6 µM. 290,000 tested, 0.14% active. recombinant SARS-CoV 3CLpro, quenched FRET peptide cleavage; in the data active = inhibition above about 12%
# BH1578 lux ind – quorum light induction in luxS cqsA deficient V. cholerae | V. cholerae BH1578 lux reporter, luminescence, 6 h | activation, % at 18.7 µM | 350,000 tested, 0.16% active; in the data active = activation mostly above about 9.7%, no sharp cut-off; inconclusive = no clear call, values can overlap the other calls; inactive = mostly below about 3.7%; note: not every result past the cut was called active; inactives centre near 0; reference of the scale not given here
# BoNT A protease – BoNT A light chain protease inhibition; 360,000 tested, 0.17% active; inhibition, % at 10 µM; multiplex microsphere protease substrate cleavage, flow cytometry; note: plate controls were buffer without enzyme for full effect and enzyme alone for no effect
# TcdB GH inh – TcdB glycohydrolase inhibition; inhibition, % at 9.99 µM; AID 652162; 350,000 tested, 0.24% active; TcdB glycohydrolase enzymatic assay, plate reader; in the data active = inhibition above about 10%
# Yp Topo-I inh – blocks Yersinia pestis topoisomerase I activity; 360,000 tested, 0.064% active; activity, % at 10 µM; Y. pestis Topo-I cleavage product accumulation, plate reader; in the data active = activity above about 50%, passing the limit was not always enough; inconclusive = no clear call, values can overlap the other calls; note: inactives centre near 2
# Anthrax LF inh2 – blocks Bacillus anthracis lethal factor protease; P15917; multiplex microsphere protease cleavage assay, LF; inhibition, % at 10 µM; 360,000 tested, 0.12% active; note: plate controls were buffer without enzyme for full effect and enzyme alone for no effect
# Target sequence (P15917 whole entry, looked up): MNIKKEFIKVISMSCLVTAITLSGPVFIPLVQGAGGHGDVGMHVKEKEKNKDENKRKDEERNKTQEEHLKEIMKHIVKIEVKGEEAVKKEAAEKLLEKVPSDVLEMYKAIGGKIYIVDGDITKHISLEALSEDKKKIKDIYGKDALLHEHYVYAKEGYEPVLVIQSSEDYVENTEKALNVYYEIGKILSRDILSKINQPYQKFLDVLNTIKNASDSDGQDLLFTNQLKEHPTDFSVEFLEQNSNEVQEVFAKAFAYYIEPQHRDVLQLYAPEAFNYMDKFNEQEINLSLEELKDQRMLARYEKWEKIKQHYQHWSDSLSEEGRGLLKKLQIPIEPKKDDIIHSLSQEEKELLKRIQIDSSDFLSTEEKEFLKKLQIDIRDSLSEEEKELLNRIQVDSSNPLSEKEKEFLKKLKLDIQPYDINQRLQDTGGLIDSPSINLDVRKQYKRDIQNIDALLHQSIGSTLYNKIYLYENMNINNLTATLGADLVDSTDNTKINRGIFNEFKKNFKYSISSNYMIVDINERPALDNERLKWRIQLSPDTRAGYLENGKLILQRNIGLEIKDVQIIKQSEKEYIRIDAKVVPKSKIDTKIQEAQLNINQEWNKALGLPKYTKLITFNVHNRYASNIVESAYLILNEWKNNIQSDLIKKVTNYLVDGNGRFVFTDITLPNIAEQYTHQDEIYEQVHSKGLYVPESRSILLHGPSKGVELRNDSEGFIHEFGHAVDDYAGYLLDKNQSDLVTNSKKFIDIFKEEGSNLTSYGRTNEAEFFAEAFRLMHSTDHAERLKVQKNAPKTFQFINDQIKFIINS
# CCHFV vOTU inh – CCHFV vOTU protease inhibition; Pep-AMC fluorescence; inhibition, % at 11.5 µM; 370,000 tested, 0.55% active; AID 651958; in the data active = inhibition above about 30%; note: 0% = vehicle wells with enzyme and 100% = no enzyme wells
# VHR inh abs – DUSP3 (human) phosphatase inhibition | P51452 | 290,000 tested, 0.52% active | recombinant VHR phosphatase, pNPP absorbance | AID 1654 | inhibition, % at 13.3 µM; in the data active = inhibition above about 50%; note: some compounds called inactive have numbers as strong as hits
# Target sequence (P51452 whole entry, looked up): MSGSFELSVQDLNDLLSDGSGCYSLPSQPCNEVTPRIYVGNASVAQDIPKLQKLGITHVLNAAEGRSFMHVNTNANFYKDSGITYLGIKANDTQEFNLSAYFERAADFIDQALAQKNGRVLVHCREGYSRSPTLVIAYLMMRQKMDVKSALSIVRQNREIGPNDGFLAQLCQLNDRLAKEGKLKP
# The depositor's hits bear a star; i = inactive; ? = inconclusive; . = no result given. Cut-off read from the data, not from the text of the source, unless noted: active = inhibition above about 30%; inconclusive = no clear call, values can overlap the other calls; inactive = below that.
entry	canonical_smiles	SSB-PriA inh	PfHsp40 yeast	3CLpro inhibitor	BH1578 lux ind	BoNT A protease
1	CC(C(=O)Nc1ccccc1Sc1ccccc1)N(c1ccccc1)S(C)(=O)=O (stereo unspecified)	-10	2.2	-1	-1.5	0.6
2	COc1ccc(C2CC(=O)Oc3c(C(CCN4CCCC(C)C4)c4ccc(N(C)C)cc4)c(OC)cc(OC)c32)cc1 (stereo unspecified)	68	-0.3	.	-0.8	-0.9
3	CCN(C(=O)CSc1nccn1C)c1cccc2ccccc12	-20	-1.2	.	i	0.3
4	C[C@]12c3[nH]c4ccc(Cl)cc4c3CCN1C(=O)[C@@H](CC(=O)NCc1cccc(C(F)(F)F)c1)C[C@@H]2C(=O)N1CCOCC1	0	0.2	.	i	0.0
5	Cc1[nH]c2ccccc2c1/C=N/NC(=O)CNC(=O)c1ccco1	.	1.0	1	-0.3	-4.1
6	Cc1ccc(-c2cnc(NC(=O)CCC(=O)N3CCCCC3)n2C)cc1	2	-1.1	-2	-0.2	0.2
7	CCCn1nnc(NC(=O)c2ccc3ccccc3c2)n1	-1	-1.6	-2	-0.2	-0.7
8	COc1ccc(CNC(=O)COC(=O)C2(C)CC2(Cl)Cl)cc1 (stereo unspecified)	-5	0.6	.	-0.3	0.3

entry	TcdB GH inh	Yp Topo-I inh	Anthrax LF inh2	CCHFV vOTU inh	VHR inh abs
1	.	31	-1	11	9
2	-3.6	6	-10	-1	26
3	2.7	1	1	4	.
4	1.5	9	0	-5	.
5	-0.8	0	-7	9	17
6	.	10	-5	-6	7
7	1.7	14	5	-7	8
8	0.7	6	-4	5	.

# Later entries:
entry	canonical_smiles	SSB-PriA inh	PfHsp40 yeast	3CLpro inhibitor	BH1578 lux ind	BoNT A protease
9	CCOC(=O)c1cnc2c(N=Nc3ccccc3)c(N)nn2c1N	-6	3.4	-4	-1.4	1.3
10	O=C1NC(c2ccccc2)=C(c2ccc3ccccc3n2)C(c2ccccc2)N1 (stereo unspecified)	12	-0.6	-4	-6.7	-0.5
11	Cc1cccc(NC(=O)CCN2CCC(C)CC2)c1	-1	0.2	-2	i	2.3
12	O=C(Oc1nsnc1N1CCCCC1)N1CCOCC1	5	20	-5	13	-0.7
13	Cc1noc(C)c1CSc1nc2ccccc2n1C	-8	0.0	6	-1.3	0.8
14	Cc1cc(C)n(C(=O)CSc2ccc(Cl)cc2)n1	-2	-2.2	5	-0.4	-0.3
15	CCCCNC(=O)c1cc2cccc([N+](=O)[O-])c2[nH]1	-6	-0.1	-7	-0.6	?
16	COc1cc(/C=C/C(=O)Nc2ccncc2)cc(OC)c1OC	-10	4.3	4	i	0.2

entry	TcdB GH inh	Yp Topo-I inh	Anthrax LF inh2	CCHFV vOTU inh	VHR inh abs
9	.	9	4	-7	38
10	0.6	24	-2	-6	37
11	0.3	-5	-6	14	-2
12	.	7	-1	3	9
13	.	12	1	-4	28
14	.	15	2	4	14
15	1.4	-17	-15	-3	1
16	.	-9	-2	-17	-4

# Remaining list, next part:
entry	canonical_smiles	SSB-PriA inh	PfHsp40 yeast	3CLpro inhibitor	BH1578 lux ind	BoNT A protease
17	Cc1cccc(Nc2nc(N)nc(CN3CCN(Cc4ccc5c(c4)OCO5)CC3)n2)c1	-9	3.3	-6	-2.1	-0.1
18	Cc1ccc(CNC(=O)C2CCC(=O)N2CCc2ccccc2)cc1 (stereo unspecified)	-6	-0.9	4	-0.5	0.4
19	COc1ccc(/C(O)=C2/C(=O)C(=O)N(CCCC(=O)O)C2c2ccc(OC)c(OC)c2)cc1 (stereo unspecified)	.	0.5	-1	.	-1.1
20	Cc1cc(OCC(=O)NCCCN2CCOCC2)c2c(C)cc(=O)oc2c1	-14	-0.1	0	12	0.0
21	Cc1nn(C2CCS(=O)(=O)C2)c(C)c1CN(C)C(=O)c1ccc(F)cc1 (stereo unspecified)	.	.	.	0.1	0.4
22	CCCc1[nH]nc2c1C(CCc1ccccc1)C(C#N)=C(N)O2 (stereo unspecified)	7	-0.6	0	i	-0.1
23	CN1CCN(c2ccccc2NC(=O)Cn2ncc3c([nH]c4ccccc43)c2=O)CC1	-1	1.3	-1	i	1.0
24	Cn1cc(Cl)c(/C=C(\C#N)S(=O)(=O)c2ccccc2)n1	-10	-0.4	5	i	0.2

entry	TcdB GH inh	Yp Topo-I inh	Anthrax LF inh2	CCHFV vOTU inh	VHR inh abs
17	.	7	-5	0	8
18	.	5	-8	6	-16
19	.	-5	-4	2	23
20	-7.1	-6	0	-22	-3
21	-2.5	-5	-3	9	.
22	.	2	-2	-5	19
23	-1.2	1	-2	-4	2
24	-0.7	-1	-5	-4	5

# Sorted by molecular weight (rising): twelve of the compounds above
entry	canonical_smiles	SSB-PriA inh	PfHsp40 yeast	3CLpro inhibitor	BH1578 lux ind	BoNT A protease
15	CCCCNC(=O)c1cc2cccc([N+](=O)[O-])c2[nH]1	-6	-0.1	-7	-0.6	?
13	Cc1noc(C)c1CSc1nc2ccccc2n1C	-8	0.0	6	-1.3	0.8
12	O=C(Oc1nsnc1N1CCCCC1)N1CCOCC1	5	20	-5	13	-0.7
22	CCCc1[nH]nc2c1C(CCc1ccccc1)C(C#N)=C(N)O2 (stereo unspecified)	7	-0.6	0	i	-0.1
16	COc1cc(/C=C/C(=O)Nc2ccncc2)cc(OC)c1OC	-10	4.3	4	i	0.2
18	Cc1ccc(CNC(=O)C2CCC(=O)N2CCc2ccccc2)cc1 (stereo unspecified)	-6	-0.9	4	-0.5	0.4
20	Cc1cc(OCC(=O)NCCCN2CCOCC2)c2c(C)cc(=O)oc2c1	-14	-0.1	0	12	0.0
10	O=C1NC(c2ccccc2)=C(c2ccc3ccccc3n2)C(c2ccccc2)N1 (stereo unspecified)	12	-0.6	-4	-6.7	-0.5
21	Cc1nn(C2CCS(=O)(=O)C2)c(C)c1CN(C)C(=O)c1ccc(F)cc1 (stereo unspecified)	.	.	.	0.1	0.4
23	CN1CCN(c2ccccc2NC(=O)Cn2ncc3c([nH]c4ccccc43)c2=O)CC1	-1	1.3	-1	i	1.0

entry	TcdB GH inh	Yp Topo-I inh	Anthrax LF inh2	CCHFV vOTU inh	VHR inh abs
15	1.4	-17	-15	-3	1
13	.	12	1	-4	28
12	.	7	-1	3	9
22	.	2	-2	-5	19
16	.	-9	-2	-17	-4
18	.	5	-8	6	-16
20	-7.1	-6	0	-22	-3
10	0.6	24	-2	-6	37
21	-2.5	-5	-3	9	.
23	-1.2	1	-2	-4	2

entry	canonical_smiles	SSB-PriA inh	PfHsp40 yeast	3CLpro inhibitor	BH1578 lux ind	BoNT A protease
17	Cc1cccc(Nc2nc(N)nc(CN3CCN(Cc4ccc5c(c4)OCO5)CC3)n2)c1	-9	3.3	-6	-2.1	-0.1
19	COc1ccc(/C(O)=C2/C(=O)C(=O)N(CCCC(=O)O)C2c2ccc(OC)c(OC)c2)cc1 (stereo unspecified)	.	0.5	-1	.	-1.1

entry	TcdB GH inh	Yp Topo-I inh	Anthrax LF inh2	CCHFV vOTU inh	VHR inh abs
17	.	7	-5	0	8
19	.	-5	-4	2	23

# Continuation:
entry	canonical_smiles	SSB-PriA inh	PfHsp40 yeast	3CLpro inhibitor	BH1578 lux ind	BoNT A protease
25	CCCCNC(=O)NC(C(N)=O)P(=O)(OCC)OCC (stereo unspecified)	-5	1.4	7	-0.4	-0.4
26	O=C(N/N=C/c1cccnc1)c1cc(-c2ccccc2OCc2ccccc2)n[nH]1	i	3.7	5	-0.3	.
27	Cc1sc2ncn(CC(=O)NCc3ccco3)c(=O)c2c1-c1ccccc1	3	-0.6	3	i	-0.1
28	COCCOC(=O)C1=C(C)OC(N)=C(C#N)C1c1ccco1 (stereo unspecified)	-12	-1.1	1	i	0.7
29	COc1cccc(N(CC(=O)NC2CCCCCC2)S(=O)(=O)c2ccccc2)c1	-13	0.0	0	0.2	-1.5
30	NC(=O)c1coc(-c2ccccc2)n1	3	-1.2	-4	-3.1	0.1
31	COc1ccc(NC(C)=O)cc1CNC(=O)COc1c(C)c(C)cc(C)c1C	-4	1.0	2	-0.3	2.1
32	Fc1ccc(Oc2cc(N3CCOCC3)nc(-c3ccccc3)n2)c(F)c1	2	-0.1	1	i	-1.7

entry	TcdB GH inh	Yp Topo-I inh	Anthrax LF inh2	CCHFV vOTU inh	VHR inh abs
25	0.4	5	2	7	17
26	1.1	32	.	17	13
27	0.8	-1	1	11	23
28	.	2	0	7	-23
29	1.9	-9	-3	1	10
30	0.3	0	0	9	10
31	-0.2	42	0	3	-21
32	.	-3	-4	0	-2

# (list continues)
entry	canonical_smiles	SSB-PriA inh	PfHsp40 yeast	3CLpro inhibitor	BH1578 lux ind	BoNT A protease
33	O=Cc1ccccc1OCc1nnsc1Cl	-1	-0.3	3	-0.2	-0.5
34	Cc1cc(C)cc(OCC(=O)Nc2nc(-c3ccccn3)cs2)c1	-7	-0.3	.	-1.7	.
35	CCNC(=S)N(Cc1ccc(OC)cc1)C1CC(=O)N(c2ccc(OCC)cc2)C1=O (stereo unspecified)	-9	0.7	2	i	0.1
36	O=C(NCCc1ccccc1)c1coc(=O)c(Br)c1	-14	0.2	-2	-0.5	-0.3
37	CCCCOC(=O)Nc1ccc(C(C)C)cc1	-59	1.8	1	i	-0.3
38	CC(NC(=O)c1cc2c(=O)n(C)c3ccccc3c2n1C)c1ccc2c(c1)OCCO2 (stereo unspecified)	3	2.2	-4	0.9	0.5
39	NNc1nc2sc3c(c2c(=O)n1-c1ccccc1)CCCC3	-1	3.7	-6	-0.5	.
40	O=C1Cc2cc(S(=O)(=O)N3CCN(c4cccc(Cl)c4)CC3)ccc2N1	-4	-1.6	-4	-2.5	0.2

entry	TcdB GH inh	Yp Topo-I inh	Anthrax LF inh2	CCHFV vOTU inh	VHR inh abs
33	-0.3	-2	-6	-4	1
34	2.1	-3	.	-7	.
35	.	4	-3	9	5
36	-0.4	-5	-1	-17	2
37	.	20	0	12	12
38	0.3	34	8	-4	.
39	1.6	0	.	4	34
40	0.1	-5	-2	3	29

# Whole records from above. Order of values: SSB-PriA inh	PfHsp40 yeast	3CLpro inhibitor	BH1578 lux ind	BoNT A protease	TcdB GH inh	Yp Topo-I inh	Anthrax LF inh2	CCHFV vOTU inh	VHR inh abs
# CCCCOC(=O)Nc1ccc(C(C)C)cc1 reads -59	1.8	1	i	-0.3	.	20	0	12	12
# O=Cc1ccccc1OCc1nnsc1Cl reads -1	-0.3	3	-0.2	-0.5	-0.3	-2	-6	-4	1

# (next part)
entry	canonical_smiles	SSB-PriA inh	PfHsp40 yeast	3CLpro inhibitor	BH1578 lux ind	BoNT A protease
41	CN(CCc1ccccn1)C(=S)NC(=O)c1ccco1	0	-0.3	-1	-0.1	-0.5
42	Cc1ccc(COC(=O)c2ccc3ccccc3n2)cc1	-39	1.7	0	4.8	1.7
43	COc1ccc(S(=O)(=O)c2c(O)c3ccc(C(=O)Nc4cccc(F)c4)cc3[nH]c2=O)cc1	-13	0.2	13*	-0.2	0.1
44	O=C(CNC(=O)c1ccccc1)NCCc1ccc(O)c(O)c1	.	0.4	-4	i	-0.3
45	CCOC(=O)NC(Nc1nc2ccccc2s1)(C(=O)OCC)C(F)(F)F (stereo unspecified)	-7	-0.9	2	i	-5.7
46	CCN(CC)S(=O)(=O)c1ccc(C(C)NCC(=O)Nc2ccccc2C(=O)NC2CC2)cc1 (stereo unspecified)	-1	-0.8	.	i	0.0
47	O=C1C(Cl)=C(Nc2ccc(O)cc2)C(=O)c2ccccc21	5	-2.4	2	i	.
48	Cc1cc(C)cc(OCC(=O)Nc2ccc(N3CCOCC3)cc2N2CCOCC2)c1	9	0.3	.	-1.8	0.4

entry	TcdB GH inh	Yp Topo-I inh	Anthrax LF inh2	CCHFV vOTU inh	VHR inh abs
41	.	-5	2	-11	1
42	1.1	27	-3	20	43
43	0.7	8	0	25	-7
44	1.4	-1	0	14	59*
45	.	-4	-3	-5	11
46	-8.1	20	4	11	.
47	-4.0	-10	.	26	18
48	3.0	14	-5	-15	.

# Screening data from PubChem BioAssay.

# An excerpt; the hit share may differ from the screen's.
